# Source: PubChem BioAssay (The Scripps Research Institute Molecular Screening Center)
# M1 ag: human M1 muscarinic receptor agonism; CHO-K1 hM1, Fluo-8 calcium fluorescence, agonist mode; 0% DMSO, 100% acetylcholine EC100; activation, % at 3 µM; hit rate 0.33% among 360,000;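 active means activation above the run's mean compound activation plus 3 SD, cut at about 16% in these data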;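 further: peak over basal fluorescence ratio within a 140 s kinetic read after compound addition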
# Target sequence (P11229 whole entry, looked up): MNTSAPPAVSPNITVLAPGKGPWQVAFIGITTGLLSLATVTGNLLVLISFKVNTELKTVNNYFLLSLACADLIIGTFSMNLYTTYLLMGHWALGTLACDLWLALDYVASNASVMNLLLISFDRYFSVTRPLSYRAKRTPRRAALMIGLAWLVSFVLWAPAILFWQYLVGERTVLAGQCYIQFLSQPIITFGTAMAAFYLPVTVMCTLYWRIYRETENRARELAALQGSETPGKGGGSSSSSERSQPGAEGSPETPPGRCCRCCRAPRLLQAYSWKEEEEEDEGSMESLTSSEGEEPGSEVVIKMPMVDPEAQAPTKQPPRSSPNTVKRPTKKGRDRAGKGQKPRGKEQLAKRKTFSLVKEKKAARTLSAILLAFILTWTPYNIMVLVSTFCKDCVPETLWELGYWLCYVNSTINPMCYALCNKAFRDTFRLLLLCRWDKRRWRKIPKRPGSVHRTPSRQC
# M1 PAM parental: M1 PAM counterscreen hit in parental CHO-K1 cells; AID 602247; ATP EC20, Fluo-8 calcium fluorescence; 0% at ATP EC20, 100% at ATP max; hit rate 0.02% among 360,000; activation, % at 3 µM;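 active means activation above the run cutoff, the mean activation of all test compounds plus 3 SD, cut at about 40% in these data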;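 further: peak over basal fluorescence ratio in a 140 s read after ATP addition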
# TAAR1 agonist: human TAAR1 agonism; CHO RD-HGA16 TAAR1, Fluo-8 calcium fluorescence; vehicle wells 0%, saturating PEA agonist 100%; activation, % at 3 µM; AID 624467; hit rate 0.99% among 360,000;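 active means activation above the mean activation of all test compounds in the run plus 3 SD, cut at about 38% in these data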
#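 Test system: RD-HGA16 (CHO) cells co-expressing Gα16 and hTAAR1 | Doses: Single dose, 3 µM | Schedule: 17-24 h seeding, 75 min 37 °C dye, 30 min RT | Evaluation: % activation from peak over basal fluorescence ratio, DMSO-to-PEA scaled | Technique: Kinetic Fluo-8 calcium fluorescence | Benchmarks: Low control DMSO, high control PEA (EC100)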
# CHRM1 antagonist: human CHRM1 antagonism; P11229; CHO-K1 hM1, Fluo-8 calcium fluorescence, ACh EC80 antagonist; inhibition, % at 3 µM; hit rate 1.3% among 360,000; AID 588852;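 active means percent inhibition above its own plate's cutoff, namely the mean of that plate's compound wells plus 3 SD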;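 further: peak over basal fluorescence ratio during 140 s after agonist addition; 0% = ACh EC80 plus DMSO and 100% = DMSO alone without agonist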
# TAAR1 antagonist: antagonists of human TAAR1. Q96RJ0. CHO RD-HGA16 TAAR1, Fluo-8 calcium fluorescence, antagonist. inhibition, % at 3 µM. hit rate 1.5% among 360,000. AID 624466;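 active means inhibition above a per-plate cutoff, the mean inhibition of test compounds on that plate plus 3 SD, cut at about 49% in these data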;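 further: 0% = DMSO plus EC80 beta-PEA response and 100% = DMSO alone without agonist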
#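 Material: RD-HGA16 CHO cells with stable hTAAR1 and Gα16; Dosing: single nominal final test compound concentration of 3 µM; Schedule: seeding 17-24 h prior, 75-min 37 °C, 30-min RT dye loading; Detection: kinetic Fluo-8 calcium fluorescence measurement; Measure: % inhibition from peak post-agonist over basal fluorescence ratio; Benchmarks: vehicle and agonist controls.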
# M1 ag parental: nonselective activator or artifact in parental CHO-K1 cells; Fluo-8 calcium fluorescence; scaled to maximal ATP response, vehicle zero; AID 602248; activation, % at 3 µM; hit rate 0.48% among 360,000; in the data active means activation above about 15%;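 further: untransfected CHO-K1 host cells lacking M1 receptor as counterscreen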
# CHO parental Ca: counter-screen: ATP calcium response change in parental CHO cells; parental CHO-K1, ATP-induced calcium, Fluo-8 fluorescence; hit rate 0.63% among 330,000; AID 463079; inhibition, % at 5.6 µM;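 active means inhibition above that plate's mean sample inhibition plus 3 SD, cut at about 26% in these data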;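 further: 0% = ATP-challenged DMSO wells and 100% = DMSO wells without ATP; some compounds past the cut are filed as inactive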
#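 Material: parental CHO cells / Compound: single nominal dose of 5.6 µM per compound / Signal: Fluo-8 fluorescence / Replicates: singlicate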
# OXTR potentiate: potentiators of human oxytocin receptor; activation, % at 3 µM; CHO-OTR cells, Fluo-8 calcium fluorescence, potentiator mode; 0% = oxytocin EC15, 100% = EC100; hit rate 0.061% among 320,000;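 active means activation above that plate's cutoff, the mean activation of tested compounds plus 3 SD, cut at about 6.6% in these data, passing the limit was not always enough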;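 further: 100% uses oxytocin at 75 nM as the full agonist control; some results filed as inactive read as strong as hits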
# Target sequence (P30559 whole entry, looked up): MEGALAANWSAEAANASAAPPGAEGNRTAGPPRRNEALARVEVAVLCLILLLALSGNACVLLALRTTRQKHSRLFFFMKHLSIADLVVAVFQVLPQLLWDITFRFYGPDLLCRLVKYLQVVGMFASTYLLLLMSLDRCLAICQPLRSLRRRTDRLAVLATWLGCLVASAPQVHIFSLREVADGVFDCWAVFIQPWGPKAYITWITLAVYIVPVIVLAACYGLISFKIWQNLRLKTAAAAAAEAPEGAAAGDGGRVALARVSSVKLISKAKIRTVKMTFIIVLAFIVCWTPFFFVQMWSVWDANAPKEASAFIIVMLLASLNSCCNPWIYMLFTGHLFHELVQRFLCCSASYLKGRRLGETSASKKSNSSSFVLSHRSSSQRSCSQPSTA
#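 test system = CHO-OTR cells, human receptor | compound = single-point 3.0 µM | schedule = 6 min compound pre-incubation at room temperature, 100 s kinetic read | signal = Fluo-8 no-wash calcium dye fluorescence, excitation 470-495 nm, emission 515-575 nm | repeats = single well per compound, singlicate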
# CHO-K1 Ca antag: M1 antagonist counterscreen hit in parental CHO-K1 cells | ATP-induced calcium, Fluo-8 fluorescence | inhibition, % at 3 µM | hit rate 0.6% among 360,000;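 active means inhibition above a per-plate cutoff, the plate's mean sample inhibition plus 3 SD, cut at about 24% in these data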;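 further: 0% = DMSO plus EC80 ATP and 100% = DMSO alone without ATP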
# The depositor's hits bear a star; · = not tested or not shown.
structure	M1 ag	M1 PAM parental	TAAR1 agonist	CHRM1 antagonist	TAAR1 antagonist	M1 ag parental	CHO parental Ca	OXTR potentiate	CHO-K1 Ca antag
COc1ccc(N(Cc2cc3cc(OC)ccc3[nH]c2=O)C(=O)C2CCCO2)cc1 (stereo not given)	-1	24	8	-41	-2	0.8	-20	-17	-10
CC(C)C(NC(=O)c1ccc(C(C)(C)C)cc1)C(=O)Nc1ccc(N2CCOCC2)cc1 (stereo not given)	-5	-5	2	-11	-22	-0.4	-26	-5	4
O=C(O)C1CCCN1C(=O)OCC1c2ccccc2-c2ccccc21 (stereo not given)	-4	-8	6	-12	-4	-0.1	-10	-5	0
CCN1CNC(=S)N(C(C)c2ccccc2)C1 (stereo not given)	-2	-11	3	3	14	-0.3	-6	6	21
C=CCNC(=O)c1onc(CSc2ccc(F)cc2)c1C(=O)O	4	-3	5	-6	4	-0.1	-5	0	-2
CSc1nc(C)cc(Oc2ccc(OCC(N)=O)nn2)n1	-4	-2	1	7	-8	1.4	3	7	-18
COc1cc(CN(C(=S)NCC(=O)NC2CCCC2)C2CCCC2)cc(OC)c1OC	-6	16	9	-4	-3	0.1	-9	-6	-4
C[C@@H]1CN([C@H](C)CO)C(=O)CCCn2nncc2CO[C@H]1CN(C)C(=O)OCc1ccccc1	-5	7	0	-2	1	0.6	·	·	-14
O=C(CNc1ccc(Br)cc1)c1ccc(O)cc1	-8	1	4	6	6	4.5	-1	-5	4
CONC(=O)C1CCN(C(=O)OCc2ccccc2)CC1	-4	9	12	-4	-14	0.5	-12	-1	-13
CC(C)(C)NC(=O)C(c1ccco1)N(Cc1ccc2c(c1)OCO2)C(=O)Cn1nnc2ccccc21 (stereo not given)	-5	15	11	-10	-24	6.6	-13	-6	12
COc1ccccc1N1CCN(Cc2ccc(OC)c3ccccc23)CC1	-7	10	·	4	·	0.2	-16	-9	-3
COC(=O)c1ccc(-c2ccc(Cl)cc2)nc1C	-4	0	-2	10	-31	0.3	-10	-10	9
O=C(CCN1CCN(Cc2ccccc2)CC1)Nc1cccc(Br)c1	-7	7	6	-8	-7	6.9	-14	-11	-9
COc1cc(/C=C/C(=O)O)cc(S(=O)(=O)N(C)CCO)c1OC	-2	-6	9	5	-26	2.1	0	-9	4
CC1CCC(C(C)C)C(OCC(O)CN2CCN(Cc3ccccc3)CC2)C1 (stereo not given)	-4	9	29	21	-16	2.2	-29	-17	-11
CN1CCN(C(=O)c2cc3c(c(-c4cccc(Br)c4)n2)[C@@H](CCO)N(S(=O)C(C)(C)C)C3)CC1 (stereo not given in full)	-7	1	4	-9	-18	0.1	·	·	4
O=C(CSc1ncn[nH]1)Nc1ncc(C(F)(F)F)cc1Cl	-4	5	18	-1	-5	0.4	-8	-6	8
Cc1ccc(C)c(S(=O)(=O)N2CCN(CC(=O)NC(=O)NCc3ccccc3)CC2)c1	0	1	0	-7	-9	0.2	-25	-9	-18
CCCCN(CC)CCNC(=O)c1cc2c(=O)[nH]c3ccccc3c2n1C	-5	19	-1	-9	-28	13	3	-9	-11
NS(=O)(=O)c1ccc(CCNC(=O)C(=O)c2cn(CC(=O)N3CCOCC3)c3ccccc23)cc1	-3	10	1	1	-16	3.2	-17	-6	-9
C=CCSc1ncccc1C(=O)NCCc1ccc(Cl)cc1	-7	-3	3	-8	-13	-0.2	-10	-7	-10
Cc1cc(C)c(-c2cc(NC(=O)COC(=O)c3ccc(NC(=O)CC#N)cc3)n(-c3ccccc3)n2)cc1C	-2	-6	4	2	34	0.7	1	-1	-2
O=C1CC(Cc2ccccc2)C(=O)N1CCc1ccc2c(c1)OCO2 (stereo not given)	-5	15	2	-5	12	0.6	-6	-18	14
CC(=O)N1N=C(c2cccc([N+](=O)[O-])c2)OC1(C)CC(=O)Nc1ccccc1 (stereo not given)	-7	18	1	-4	-7	0.4	-13	0	-8
CCN(CC)S(=O)(=O)c1ccc(Oc2cccc(C(C)=O)c2)nc1	-3	2	1	-2	-10	0.6	-4	-4	-6
COC(=O)c1ccc(/C=N/Nc2nc(C)c(C)s2)cc1	-4	9	-1	-6	-15	0.3	-22	-6	-5
Cc1c(C(=O)NCc2cccnc2)oc2ccc(S(=O)(=O)N3CCCC(C)C3)cc12 (stereo not given)	4	16	6	-4	5	2.0	-31	-8	-9
COc1ccc(C2CC(c3ccccc3C)n3nc(N)nc3N2)cc1 (stereo not given)	-3	30	4	-19	-13	0.2	-12	-6	-3
COc1ccccc1CNS(=O)(=O)c1ccc2c(c1)CC(=O)N2C	-1	8	1	-3	-15	2.9	-9	-21	-15
Cc1cc(C)c2cc(CN(CCO)C(=O)Nc3ccc(Cl)cc3)c(=O)[nH]c2c1	·	·	6	·	-8	·	-35	-4	·
CC(=O)Nc1ccc(OCC(O)Cn2nc(C)c(C)c2C)cc1 (stereo not given)	-4	-16	3	-8	1	1.0	-9	6	-6
CCCS(=O)(=O)N1CCCC(C(=O)NCCc2ccc(OC)c(OC)c2)C1 (stereo not given)	-3	10	1	-5	-6	0.1	-21	0	-1
NS(=O)(=O)c1ccc(CCn2c(=S)[nH]c3ccc(F)cc3c2=O)cc1	-3	12	17	-6	33	7.2	-8	-17	-20
Cc1c(C(=O)Nc2nc3ccccc3[nH]2)cccc1[N+](=O)[O-]	-7	10	8	-6	-16	0.7	-16	-1	2
COC(=O)CCC(=O)N(CCN(C(=O)CCC(=O)OC)c1ccccc1)c1ccccc1	-3	1	2	-5	-4	0.0	-23	-12	1
COC(=O)C1(Cc2cc(-c3cccnc3)no2)CCN(C(=O)OC(C)(C)C)CC1	-7	20	22	-4	2	2.5	-24	-4	-10
COc1ccccc1N1CCN(C(=O)c2cc(-c3ccc(Cl)cc3)on2)CC1	-5	17	-1	-6	-24	-0.3	0	3	-16
O=C(NC1CCCC1)c1ccc(S(=O)(=O)N2CCCC2)cc1	-9	5	8	-1	11	0.3	-3	-2	-1
CCC1([N+](=O)[O-])COC(c2ccc(C)cc2)OC1 (stereo not given)	-4	13	-1	-9	0	0.1	·	·	-19
O=C(c1cc2cc(Br)ccc2s1)N1CCOCC1	-3	20	1	-17	-14	1.4	2	5	-7
O=C(N/N=C/c1ccccn1)c1ccc(Cl)c(Cl)c1	3	12	19	-10	-3	1.1	24	-4	5
CCOc1cc(/C=C/C(=O)c2ccc(OC)c(CN3CCOCC3)c2)cc(Br)c1O	0	10	12	-3	1	7.7	3	-6	-12
Cc1ccccc1C(=O)NCCCCc1ccccc1	-6	26	2	-6	-9	0.3	-16	2	-6
CCC(=O)Nc1ccc(C(=O)NNC(=O)CCCCC(=O)NNC(=O)c2ccc(NC(=O)CC)cc2)cc1	4	-10	11	1	-23	0.0	·	·	18
COc1ccc(OC)c(C(=O)c2ccccn2)c1	5	14	5	-8	-2	13	-10	7	6
COc1ccc(CNCCS(=O)(=O)NCc2ccc(OC)cc2)cc1	-2	28	2	-16	-5	3.7	·	·	-11
CCCCNC(=S)NNC(=O)c1nn(C)cc1Cl	-3	15	5	-1	-18	0.2	-4	-1	0
Cc1ccc(NCc2nnc3n2CCCCC3)cc1	-2	6	2	-3	-15	0.0	-2	-3	-14
CN(c1ccc(C(=O)NCc2ccc3c(c2)OCO3)cc1)S(=O)(=O)c1ccccc1	-10	15	1	0	-10	2.3	-4	-12	-12
COc1ccc(-c2nc(N)n(C(=O)c3ccco3)n2)cc1	0	7	1	-3	2	13	12	-2	-4
COc1ccc(-c2cc(C)no2)cc1S(=O)(=O)NCc1cccc(C)c1	-1	4	6	-10	-6	0.6	-3	-10	-9
O=C(OCc1nc2ccsc2c(=O)[nH]1)c1ccccc1	-2	-31	4	9	9	0.1	-7	1	3
O=C(Nc1n[nH]c(C2CCCCC2)n1)C1CCCCC1	-11	0	4	-1	6	-0.1	0	-1	-8
CCCCN(C(=O)CSc1c(C)c(C)cc(C)c1C)c1c(N)n(CCC)c(=O)[nH]c1=O	-3	6	3	0	8	0.4	-13	-4	-8
Cc1nc(NC(=O)c2c(-c3ccccc3Cl)noc2C)sc1C	-3	-10	4	-1	-8	2.1	-14	-10	-5
O=C(Nc1cccc(S(=O)(=O)N2CCOCC2)c1)c1cc2ccccc2o1	-4	12	3	-21	1	6.1	-13	-7	-11
O=C(c1ccc(S(=O)(=O)N2CCCCCC2)cc1)N(c1ccccn1)C1CCCCC1	-13	8	5	-7	18	2.1	-7	-16	-5
CCc1ccc(CNC(=O)c2ccc3c(c2)NC(=O)C(N2CCOCC2)S3)cc1 (stereo not given)	2	0	3	-7	-12	4.9	-12	-8	4
CN(C)S(=O)(=O)c1ccc(Cl)c(NC(=O)COC(=O)/C=C/c2ccco2)c1	-4	23	-1	-6	-7	1.5	-18	0	-20

# By substructure, those above with a thiophene ring, fused or not
structure	M1 ag	M1 PAM parental	TAAR1 agonist	CHRM1 antagonist	TAAR1 antagonist	M1 ag parental	CHO parental Ca	OXTR potentiate	CHO-K1 Ca antag
O=C(c1cc2cc(Br)ccc2s1)N1CCOCC1	-3	20	1	-17	-14	1.4	2	5	-7
O=C(OCc1nc2ccsc2c(=O)[nH]1)c1ccccc1	-2	-31	4	9	9	0.1	-7	1	3

# The list continues.
structure	M1 ag	M1 PAM parental	TAAR1 agonist	CHRM1 antagonist	TAAR1 antagonist	M1 ag parental	CHO parental Ca	OXTR potentiate	CHO-K1 Ca antag
CS(=O)(=O)N(CC(=O)N1CCCC1)c1cc(C(F)(F)F)ccc1Cl	-4	-7	4	-2	-10	6.7	3	-7	-7
CC(CCc1ccccc1)NC(=O)c1nnc(Cc2ccc(F)cc2)o1 (stereo not given)	-9	7	-3	-12	-6	3.6	0	-3	12
Nc1[nH]n2c(=O)cc(-c3ccccc3)nc2c1N=Nc1ccccc1	-4	-10	6	-1	-10	-0.2	-7	-5	21
CCOc1ccccc1-c1nc(CN(Cc2cnn(C)c2)C(C)C)c(C)o1	-6	17	10	-11	-12	0.2	-23	-2	-5
CC(C)=C1C2CCC1C1C(=O)N(c3nc(-c4ccc(F)cc4)c(C)s3)C(=O)C21 (stereo not given)	-5	-6	16	-2	18	-0.8	-41	-22	21
